# NFkB transloc inh: blocks IL-1B driven NFkB nuclear translocation in HUVEC cells | actives 0.43% (n = 94,000) | AID 796 | inhibition, % at 2 µM | HUVEC IL-1B NFkB p65 nuclear translocation imaging;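 active = inhibition above about 30% together with a positive call from visual inspection of the well image, limit read from the data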;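 also: nuclear over cytoplasmic p65 intensity ratio measured by imaging; 0% = IL-1B stimulated DMSO wells and 100% = unstimulated DMSO wells; values of inactives mirror those of a sister screen read the other way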
# PLAP inhibitors HTS: inhibition of human placental alkaline phosphatase – biochemical, luminescence, HTS (AID 690); purified PLAP, luminescent substrate; higher % means a stronger effect; one-dose inhibition, % at 20 µM; IC50 in µM for titrated hits; actives 0.08% (n = 96,000); in the data active = a potency from the dose series; inactive = the rest, 99 in 100 with inhibition below about 30%; also: strong numbers were not always called active
# IL1B NFkB pot: enhances IL-1B driven NFkB nuclear translocation. actives 0.3% (n = 94,000). activation, % at 2 µM. HUVEC IL-1B NFkB p65 nuclear translocation imaging. AID 819;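 active = activation above 40%, about the mean plus 3 SD, also judged a hit on visual image review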;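 also: percent activation is computed from the nuclear over cytoplasmic p65 intensity ratio; values of inactives mirror those of a sister screen read the other way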
# Bcl-B displacement: displacers of TR3 peptide from Bcl-B, primary screen, selectivity assay for Bfl-1 inhibitor project, biochemical, fluorescence polarization; FP displacement of FITC-TR3 peptide from Bcl-B; higher % means a stronger effect; displacement, % at 20 µM, or IC50 in µM where a hit was titrated; actives 0.11% (n = 96,000); AID 748;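 active = displacement above 50% at 20 µM plus a fluorescence interference ratio under 1.5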;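 also: plate controls were wells without compound for no effect and wells lacking Bcl-B protein for full effect; a part of the inactive calls stands beside numbers as strong as those of hits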
# MRP reversal: MRP-mediated drug resistance reversal. AID 602. H69AR cells + 2 uM doxorubicin, CellTiter-Glo, 72 h. differential viability (reversal), % at 10 µM. actives 0.04% (n = 85,000);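 active = viability drop by adding the cancer drug above about 55%, with treated viability meeting a 40% cutoff, limit read from the data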;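 also: viability without doxorubicin minus viability with 2 µM doxorubicin for each compound; larger differential means the compound sensitizes cells more to doxorubicin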
# MRP reversal cytotoxicity: recorded beside MRP reversal, whose call it bears; viability, %; H69AR cells, CellTiter-Glo, 72 h; measured here: cytotoxicity without doxorubicin
# MRP reversal with doxorubicin: also measured in MRP reversal; calls as there; viability, %; measured here: viability with 2 uM doxorubicin; stronger effect = lower value
# NFkB transloc inh cell count 2 µM: further read-out of NFkB transloc inh, marked with its call; cell count; measured here: cells passing quality filter;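 raw number of nuclei counted in each imaged well without normalization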
# IL1B NFkB pot cell count 2 µM: further read-out of IL1B NFkB pot, marked with its call; cell count; measured here: cells passing quality filter
# * marks the source's active call; other numbers are inactive results; x = no result given; & = joins results of further samples. Only part of the results is shown. The share of hits here may be higher or lower than overall.
SMILES,NFkB transloc inh,NFkB transloc inh cell count 2 µM,PLAP inhibitors HTS,IL1B NFkB pot,IL1B NFkB pot cell count 2 µM,Bcl-B displacement,MRP reversal,MRP reversal cytotoxicity,MRP reversal with doxorubicin
CCn1nc(NC(=O)c2ccccn2)c2cc3cc(C)ccc3nc21,-2,172,-80%,2,172,-16%,-6,68,75
CCn1c(CNc2ccc(C)cc2C)nnc1SCC(=O)N1CCCc2ccccc21,17,150,-66%,-17,150,-4%,-9,67,76
O=C(Nc1ccccc1)N(Cc1ccccc1)CC(O)C(F)(F)F (configuration not stated),-8,163,11%,7,163,7%,x,x,x
N#Cc1c(Nc2ccccc2)c(C=NCCN2CCOCC2)c[nH]c1=O,-2,79,-6%,2,79,-1%,-6,92,98
CCOc1ccc(NC(=O)c2ccc(C#CC(C)(C)O)cc2)cc1,-9,123,10%,9,123,-4%,x,x,x
CN1CCN(CP(=O)(N2CCOCC2)N2CCOCC2)CC1,-2,197,8%,2,197,6%,2,102,100
Cc1nc2ccccn2c1-c1nnco1,-19,131,20%,19,131,4%,21,105,83
CON(C)c1nc(OCCNC(=O)OCc2ccc(Cl)cc2C)nc(N(C)C)n1,-26,135,x,26,135,x,0,101,101
c1ccc(-c2cc(-c3nnc4sc(-c5ccccn5)nn34)[nH]n2)cc1,-3,133,-15%,3,133,12%,-12,60,72
CC1(C)C(=O)C2(C(=O)NCc3ccccc3)CCC1C2 (configuration not stated),-3,128,14%,3,128,-13%,1,96,94
Cc1cc(C)n2nc(SCC(=O)N/N=C/c3ccc(F)cc3)nc2n1,10,102,6%,-10,102,-4%,x,x,x
C=C(C)Cn1c(-c2ccccc2)nc2ccccc21,-30,191,8%,30,191,5%,1,77,76
COCCSc1nc2sc3c(c2c(=O)n1-c1ccccc1)CCN(C)C3,4,49,-61%,-4,49,-65%,-8,83,91
CCOc1cc(S(=O)(=O)Nc2ccccc2CC)ccc1Cl,29,92,3%,-29,92,-13%,-4,70,74
COc1ccc(S(=O)(=O)NCCSc2ccc(C)cc2)cc1OC,7,132,-24%,-7,132,-5%,15,103,88
COc1ccc(N/C=C(\C#N)c2nc3ccccc3n2C)c(OC)c1,2,109,-84%,-1,109,-143%,-14,46,61
COc1ccc(C2CC(=O)c3c(C)nc(N4CCN(Cc5ccccc5)CC4)nc3C2)cc1OC (configuration not stated),-20,72,-63%,20,72,-38%,x,x,x
Nc1c(C(=O)c2ccccc2)oc2ccc(Br)cc12,-29,91,37%,29,91,1%,-11,86,97
CC(=O)c1ccc(NC(=O)CSC(C)C)cc1,7,102,5%,-7,102,0%,3,99,96
CCCCn1nnnc1SCC(=O)Nc1ccc(C)cc1,4,148,0%,-4,148,-18%,9,97,88
CCOC(=O)c1ccc(NC(=O)CCc2nc(-c3ccccc3)no2)cc1,x,x,16%,x,x,6%,14,109,95
Cn1ncc(Br)c1C(=O)Nc1ccc(F)cc1F,98*,16*,x,-98,16,x,12,94,82
CCCC(C)NC(=O)c1nc(-c2ccccc2)n(-c2ccccc2)n1 (configuration not stated),2,188,-33%,-2,188,5%,7,94,87
O=C(O)C1Cc2ccccc2CN1C(=O)c1ccccc1 (configuration not stated),6,134,-18%,-6,134,1%,13,91,78
Cc1ccc(C(c2sc3nc(C)nn3c2O)N2CCN(c3ccc(F)cc3)CC2)cc1 (configuration not stated),-11,150,-74%,11,150,-10%,11,97,86
CC(C)(C)c1sc(N)nc1-c1ccccc1,-27,143,x,27,143,x,x,x,x
CC(CS(=O)(=O)c1cccc2cccnc12)N1CCCCC1 (configuration not stated),x,x,3%,x,x,10%,12,99,87
COC(=O)c1ccccc1NC(=O)Cn1cnc2ccc(S(=O)(=O)N3CCC(C)CC3)cc2c1=O,x,x,10%,x,x,-10%,x,x,x
Cc1ccc(NC(=O)c2cc(Cl)nc3ccccc23)cc1,17,141,10%,-17,141,2%,x,x,x
Cc1cc(OCC(=O)O/N=C(\N)c2ccccc2)cc(C)c1Cl,2,136,-2%,-2,136,8%,x,x,x
Cc1cc(C)n(Cc2ccc(Cl)cc2Cl)c(=O)c1S(=O)(=O)c1ccccc1,11,152,4%,-11,152,3%,x,x,x
CCN(CC)c1ccc(SS(=O)(=O)O)cc1,4&-7,167&164,5%&5%,-4&7,167&164,3%&3%,-1&1,87&94,88&92
COCc1cc(=O)n2[nH]c(SCc3ccccc3)nc2n1,2,190,-28%,-2,190,-2%,2,98,96
COCCNC(=O)C(c1ccc(C)o1)N(Cc1ccccc1)C(=O)Cn1nnc2ccccc21 (configuration not stated),-7,175,-36%,7,175,-2%,-8,77,84
COc1ccc(CNc2nc(SCC(=O)NCc3ccco3)nc3ccccc23)cc1,-25,129,x,25,129,x,-8,69,77
CCCCN(CCCC)c1cc(C)nc(-c2ccccc2O)n1,-1,186,-4%,1,186,-57%,-9,69,78
COCCNCCOCCOc1cccc(OC)c1,-17,114,10%,17,114,-1%,x,x,x
c1ccc(Cn2nnc3c(N4CCc5ccccc54)ncnc32)cc1,-14,179,x,14,179,x,-4,88,91
COc1ccc(Cl)cc1C(=O)CSc1nnnn1C1CCCCC1,6,162,-32%,-7,162,-2%,1,91,90
N#CC12CCCCC1CC1CCCCC1(C#N)N2Cc1cccnc1 (configuration not stated),0,136,8%,0,136,-2%,7,88,82
CCCCn1c(SCC(=O)c2cc(OC)ccc2OC)nc2cc(S(N)(=O)=O)ccc21,x,x,-7%,x,x,8%,0,65,65
CC1CCCCC12NC(=O)N(CC(=O)Nc1ccc(S(=O)(=O)N3CCOCC3)cc1)C2=O (configuration not stated),1,152,-52%,-1,152,-4%,x,x,x
CNCc1cc2ccc(C)cc2[nH]c1=O,-17,137,15%,17,137,3%,0,101,101
Cc1nc(S/C(=C/c2ccc(-c3cccc(Cl)c3)o2)C(=O)O)n[nH]1,1,126,-23%,-1,126,-39%,x,x,x
O=C(O)c1ccc(S(=O)(=O)NC2CCCCC2)cc1,-35,142,2%,35,142,10%,8,96,88
CCN(CC)CCCNC(=O)c1c(O)c2c([nH]c1=O)CCCC2,x,x,32%,x,x,-1%,-10,90,99
COc1ccc(N/C(C)=C2/C(=O)C(=O)N(CCO)C2c2ccc(Br)cc2)cc1 (configuration not stated),-40,161,-43%,40,161,10%,23,94,70
COc1ccc(CCn2c(C)cc(C(=O)CSc3nnnn3-c3ccccc3)c2C)cc1OC,10,97,9%,-10,97,-16%,-7,48,54
COC(=O)CSc1nnc([C@H](CC(C)C)NC(=O)OC(C)(C)C)o1,6,197,-30%,-6,197,-10%,-3,102,106
COc1ccc(-c2nnc(SCCOc3cccc(C)c3)n2N)cc1,1,74,30%,-1,74,-11%,4,90,86
CN(Cc1ccccc1)C(=O)Cn1cccc1C(=O)c1ccccc1,-14,197,-41%,15,197,-6%,15,90,75
CCCCNC(=O)Nc1cc(C)on1,-23,186,-10%,23,186,8%,-4,100,104
COc1ccccc1NC(=O)CSc1nc2nc(C)cc(C)c2c(=O)[nH]1,-26,122,13%,26,122,-9%,1,95,93
CCCc1[nH]n(-c2ccc([N+](=O)[O-])cc2)c(=O)c1C=NCCc1c[nH]c2ccccc12,-15,133,-10%,15,133,-6%,x,x,x
Cc1cc(OCC(O)CN2CCN(CCO)CC2)ccc1C(C)C (configuration not stated),2,156,-72%,-2,156,-6%,13,90,76
CC1CCCC(C)N1C(=O)Cc1ccccc1 (configuration not stated),x,x,-10%,x,x,1%,9,98,89
Cc1cc(/C=N/n2cnnc2)c(C)n1-c1ccc2c(c1)OCO2,9,94,-9%,-9,94,-5%,-8,67,76
COc1ccc(CCN2C(=O)CC(N3CCN(S(=O)(=O)c4ccccc4)CC3)C2=O)cc1 (configuration not stated),-21,141,-42%,21,141,2%,-9,84,92
COC(=O)c1cc(NS(=O)(=O)c2ccc(OC)c(OC)c2)ccc1Cl,-12,128,-22%,12,128,-5%,16,96,80
CC(C)n1c(NCc2ccc(N(C)C)cc2)nc2ccccc21,-3,157,x,3,157,x,x,x,x

# (cont.)
SMILES,NFkB transloc inh,NFkB transloc inh cell count 2 µM,PLAP inhibitors HTS,IL1B NFkB pot,IL1B NFkB pot cell count 2 µM,Bcl-B displacement,MRP reversal,MRP reversal cytotoxicity,MRP reversal with doxorubicin
CC1=C(C)[N+](=O)C2(O)CCCCC2(C)N1[O-] (configuration not stated),-12,81,-9%,12,81,-5%,-5,95,100
CC1(C)CC(=O)C=C(NCC(=O)O)C1,-4,122,15%,4,122,11%,10,110,100
Cc1csc(Sc2ccc([N+](=O)[O-])cc2C(=O)OCC(=O)NC2CCCC(C)C2C)n1 (configuration not stated),14,118,11%,-13,118,-10%,-4,8,13
C=CCn1c(SCCCCCC)nc(O)cc1=O,5,147,-9%,-5,147,-5%,15,92,77
CCCCN(C)C(=O)c1coc(=O)c2ccccc12,0,175,-10%,0,175,-11%,11,101,89
O=C(Nc1ccc(N2CCOCC2)c(Cl)c1)c1c(F)c(F)c(F)c(F)c1F,-24,164,-11%,24,164,-2%,-6,32,38
O=c1oc2cc(O)ccc2cc1-c1ccc(F)cc1,-10,125,-50%,10,125,-1%,6,89,83
Cc1ccc(-n2nnnc2SCC(=O)N2CCCCC2)cc1,17,159,14%,-17,159,-11%,0,98,98
O=C(CCN1CCOCC1)Nc1ccccc1,2,187,19%,-2,187,-6%,-3,101,104
O=C(COc1ccc2c3c(c(=O)oc2c1)CCC3)c1ccc2c(c1)OCO2,-9,105,-8%,9,105,3%,-20,75,96
CCOC(=O)C1CCN(C(=O)c2ccccc2N(C)S(C)(=O)=O)CC1,-3,105,-18%,3,105,-7%,-5,95,99
O=S(=O)(NCc1ccccc1)c1ccc(S(=O)(=O)N2CCCCC2)cc1,-7,102,-3%,7,102,0%,1,82,81
Cc1ccc(N(CC(=O)Nc2ccc(F)cc2)S(=O)(=O)N2CCCC2)cc1,-7,134,20%,7,134,-3%,x,x,x
O=C(O)CCC(=O)N1CCc2cc(S(=O)(=O)N3CCN(c4ccc(F)cc4)CC3)ccc21,3,141,-37%,-3,141,0%,-5,89,94
C/C=C(\C)c1nnc(NC(=O)C(C)C)s1,8,164,15%,-8,164,-3%,-3,83,86
COc1ccc(NS(=O)(=O)c2cc(C)ccc2NC(=O)c2cc(C)oc2C)cc1,22,86,-21%,-22,86,-12%,-36,29,65
CNC(=O)/C=C1\NC(C)(C)Cc2c1ccc1ccccc21,-9,137,-49%,9,137,13%,9,23,14
CN(CC(=O)Nc1ccc(F)c(F)c1F)C1CCCCC1,-22,157,23%,22,157,5%,x,x,x
O=C1S/C(=C\c2ccc(N3CCOCC3)o2)C(=O)N1Cc1c(F)cccc1Cl,12,164,2%,-12,164,-284%,x,x,x
Cc1ccc(NC(=O)CC2CS(=O)(=O)CC2CC(=O)Nc2ccc(C)c(C)c2)cc1C (configuration not stated),2,130,12%,-2,130,-3%,x,x,x

# Screening results as filed in PubChem BioAssay.
